Screens from PubChem BioAssay.
PKA-R2B activ: activators of PKA-R2B holoenzyme, primary screen, biochemical, fluorescence polarization, Cy5-IP20, human. PKA-R2B holoenzyme dissociation; R2B truncated from residue 108, S112A mutant; 0% DMSO only, 100% 113 µM cGMP. 340,000 tested, 0.079% active. cAMP-dependent protein kinase catalytic subunit beta (Homo sapiens) + cAMP-dependent …. activation, % at 11.4 µM. AID 504700, 2011;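 active = activation above a cutoff set at the mean over all compounds plus 3 SD, cut at about 18% in these data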;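 also: higher means more holoenzyme dissociation and a rise in polarization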
Target sequence (P31323 whole entry, looked up, other chains not shown, the tested form may be a part): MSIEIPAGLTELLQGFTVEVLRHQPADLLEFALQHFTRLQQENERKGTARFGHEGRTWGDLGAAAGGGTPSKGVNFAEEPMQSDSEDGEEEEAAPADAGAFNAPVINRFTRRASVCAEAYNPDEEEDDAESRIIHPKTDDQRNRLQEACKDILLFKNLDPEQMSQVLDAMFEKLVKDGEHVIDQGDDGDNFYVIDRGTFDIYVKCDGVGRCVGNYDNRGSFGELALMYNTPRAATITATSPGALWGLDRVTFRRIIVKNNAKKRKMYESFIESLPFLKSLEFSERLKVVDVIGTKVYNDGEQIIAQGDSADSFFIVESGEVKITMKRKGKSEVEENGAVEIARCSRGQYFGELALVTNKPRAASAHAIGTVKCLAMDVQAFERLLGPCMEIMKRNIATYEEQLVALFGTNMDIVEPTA
SR-BI DiI inh: inhibitors of SR-BI mediated HDL lipid uptake, primary screen, ldlA[mSR-BI] cells, fluorescence, single point. inhibition, % at 12.5 µM. Scavenger receptor class B member 1 (Mus musculus), Q61009. 320,000 tested, 0.96% active. ldlA[mSR-BI] CHO cells, DiI-HDL uptake fluorescence, 3 h;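 active = mean replicate inhibition of at least 70% and a set share of replicates each scoring 70 or more; inconclusive = meets just one of the two criteria; inactive = fails both criteria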;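 also: 0% = median of neutral control wells and 100% = median of positive control wells; values of inactives mirror those of a sister screen read the other way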
Target sequence (Q61009 whole entry, looked up): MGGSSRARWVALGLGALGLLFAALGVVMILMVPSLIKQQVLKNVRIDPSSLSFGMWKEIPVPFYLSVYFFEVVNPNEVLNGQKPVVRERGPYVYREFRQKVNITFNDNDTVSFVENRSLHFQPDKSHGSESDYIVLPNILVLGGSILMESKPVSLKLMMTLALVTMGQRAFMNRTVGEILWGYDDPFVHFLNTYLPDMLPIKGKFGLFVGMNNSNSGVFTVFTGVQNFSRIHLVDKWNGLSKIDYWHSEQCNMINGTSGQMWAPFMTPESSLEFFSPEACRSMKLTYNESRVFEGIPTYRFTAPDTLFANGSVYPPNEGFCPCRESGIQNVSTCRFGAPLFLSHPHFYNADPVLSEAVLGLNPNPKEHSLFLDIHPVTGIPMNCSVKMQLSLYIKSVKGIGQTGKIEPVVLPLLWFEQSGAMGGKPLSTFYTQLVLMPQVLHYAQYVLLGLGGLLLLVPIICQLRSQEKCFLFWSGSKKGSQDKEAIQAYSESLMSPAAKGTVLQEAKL
Arrestin-AP2 inh: inhibitors of beta-arrestin/AP2 binding, primary screen, biochemical, GPCR trafficking, flow cytometry | beta-arrestin 1 C-terminal peptide binding to AP2 beta2-adaptin appendage (human) | FITC-arrestin peptide / GST-AP2 beads; AP2 beta2 appendage carries R879A mutation | inhibition, % at 10 µM | 340,000 tested, 0.31% active;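 active = inhibition above a set limit, near 3 SD of compounds lacking own fluorescence, cut at about 54% in these data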;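 also: plate controls were DMSO wells for no effect and 5 µM unlabelled arrestin peptide for full effect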
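Measured by: flow cytometry, FL1 (488/535 nm); Material: AP2 appendage R879A on GSH beads; Evaluation: percent response; Timing: pre-incubation 12 min, peptide binding 1 h, room temperature; Also added: 50 nM FITC-arrestin peptide; Medium: PBS with 0.05% Tween 20 and 0.1% BSA.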
LANA DNA inh: inhibitors of KSHV C-LANA binding to DNA, primary screen, biochemical, fluorescence polarization, FAM-LBS DNA, MBP-C-LANA, single point. 340,000 tested, 0.078% active. inhibition, % at 9 µM. Kaposi's sarcoma herpesvirus LANA C-terminal domain (residues 932-1162) DNA binding;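 active = highest replicate inhibition at or above 60% at 9 µM, even if other replicates fall short; inactive = all replicates below 60% inhibition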;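 also: 0% = neutral control wells and 100% = 4 µM acridine orange control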
SR-BI DiI-HDL act: activators of SR-BI mediated DiI-HDL uptake, primary screen, ldlA[mSR-BI] CHO cells, DiI fluorescence. 3 h; 100 = double the neutral-control signal. activation, % at 12.5 µM. 320,000 tested, 0.096% active. AID 504775, 2011;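 active = mean replicate activation of at least 60% and every replicate at or above 60%; inconclusive = mean or all-replicate condition met, but not both; inactive = mean below 60% and not all replicates reaching 60%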;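 also: 0% = median plate neutral-control signal and 100% = twice that signal; values of inactives mirror those of a sister screen read the other way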
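Assay system: CHO ldlA[mSR-BI] cells, LDL receptor-null, SR-BI overexpressing; medium: Ham's F12 with 0.5% BSA, HEPES 25 mM, pH 7.4; also added: DiI-HDL 10 µg/mL; timing: 3 h uptake period with compound, 37 °C; signal: DiI fluorescence, bottom read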
DAGLB inh: DAGLB lipase inhibitors, primary screen, biochemical, fluorescence, HTS; inhibition, % at 5.17 µM; 340,000 tested, 0.059% active; HEK293T DAGLB membrane lysate, EnzChek fluorogenic substrate; AID 504411, 2011; Diacylglycerol lipase-beta (Homo sapiens), Q8NCG7; in the data active = inhibition above about 34%;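 also: 0% = enzyme with vehicle and 100% = wells lacking enzyme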
RTF Ca sens inh: cardiac RTF calcium sensitivity inhibitors, primary screen, biochemical, IANBD-TnC fluorescence, EC70 calcium; Troponin I, cardiac muscle (Homo sapiens) + Troponin T, cardiac muscle (Homo sapiens) + …; IANBD-labeled cardiac RTF, Ca2+ fluorescence; inhibition, % at 7.15 µM; 340,000 tested, 0.12% active;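 active = inhibition above the mean inhibition of all tested compounds plus 3 SD, cut at about 17% in these data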;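 also: assay run at fixed EC70 calcium of 1.6 mM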
Keap1-Nrf2 PPI: Keap1-Nrf2 protein-protein interaction inhibitors, primary screen, biochemical, fluorescence polarization, single point. Kelch-like ECH-associated protein 1 (Homo sapiens), Q14145. Keap1 Kelch-Nrf2 peptide fluorescence polarization, 1536-well. inhibition, % at 9.4 µM. 340,000 tested, 0.15% active; in the data active = inhibition above about 12%; inconclusive = no clear call, values can overlap the other calls; inactive = below about 7.3%;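 also: human Keap1 Kelch domain with fluorescein labeled Nrf2 9mer peptide probe; 0% = neutral control wells and 100% = peptide positive control; higher means more block of Keap1 binding to Nrf2 peptide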
PvdQ acylase: P. aeruginosa PvdQ acylase inhibitors, primary screen, biochemical, fluorescence, plate reader and imaging, single point | PvdQ acylase [Pseudomonas aeruginosa LESB58] | purified PvdQ acylase | inhibition, % at 10 µM | 340,000 tested, 0.063% active; in the data active = inhibition above about 30%, passing the limit was not always enough; inconclusive = no clear call, values can overlap the other calls;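 also: 0% = vehicle neutral wells and 100% = reference inhibitor wells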
NSD2 HMT inh: NSD2 histone methyltransferase inhibitors, primary screen, biochemical, AlphaScreen, single concentration, set 2 | inhibition, % at 12.5 µM | NSD2 peptide methylation, 120 min | Histone-lysine N-methyltransferase NSD2 (Homo sapiens), O96028 | AID 743445, 2014 | 310,000 tested, 0.54% active; in the data active = inhibition above about 50%
* = called active by the depositor.

Screening COc1cccc(C(C(=O)NC2CCCCC2)N(CC2CCCO2)C(=O)CNC(=O)c2ccco2)c1 (configuration not stated) returned PKA-R2B activ 0, SR-BI DiI inh -28, Arrestin-AP2 inh 8, LANA DNA inh -0.8, SR-BI DiI-HDL act 28, DAGLB inh 0, RTF Ca sens inh 12, Keap1-Nrf2 PPI -2, PvdQ acylase 2 and NSD2 HMT inh 0.
For COc1ccc(C2=CC(c3cccc(OC)c3)n3nnnc3N2)cc1 (configuration not stated) the results were PKA-R2B activ 0, SR-BI DiI inh 6, Arrestin-AP2 inh 0, LANA DNA inh 1.9, SR-BI DiI-HDL act -6, DAGLB inh -6, RTF Ca sens inh -31, Keap1-Nrf2 PPI -2 and PvdQ acylase -10.
For CC(c1ccccc1)C1CC(=O)N(C2CCCCC2)C1=O (configuration not stated) the results were PKA-R2B activ -5, SR-BI DiI inh -9, Arrestin-AP2 inh -3, LANA DNA inh 0.1, SR-BI DiI-HDL act 9, DAGLB inh -2, RTF Ca sens inh -5, Keap1-Nrf2 PPI 4, PvdQ acylase -11 and NSD2 HMT inh -7.
For Cc1onc(-c2ccccc2)c1C(=O)N1CCN(CCc2ccccc2)CC1 the results were PKA-R2B activ 3, SR-BI DiI inh -1, Arrestin-AP2 inh 1, LANA DNA inh 0.8, SR-BI DiI-HDL act 1, DAGLB inh 1, RTF Ca sens inh 5, Keap1-Nrf2 PPI -5, PvdQ acylase -4 and NSD2 HMT inh 8.
Screening CCc1nnc(NC(=O)CS(=O)(=O)c2ccccc2)s1 returned PKA-R2B activ -1, SR-BI DiI inh -26, Arrestin-AP2 inh 6, LANA DNA inh -2.1, SR-BI DiI-HDL act 26, DAGLB inh 2, RTF Ca sens inh -21, Keap1-Nrf2 PPI -5, PvdQ acylase -10 and NSD2 HMT inh 45.
`CC(CC(=O)Nc1ccc(S(=O)(=O)N2CCOCC2)cc1)c1ccccc1` (configuration not stated) gave PKA-R2B activ 2, SR-BI DiI inh -3, Arrestin-AP2 inh -1, LANA DNA inh 1.0, SR-BI DiI-HDL act 3, DAGLB inh -2, RTF Ca sens inh -2, Keap1-Nrf2 PPI 1, PvdQ acylase -6 and NSD2 HMT inh -2.
For Cc1ccc(S(=O)(=O)NC(CC(C)C)C(=O)NCc2ccco2)cc1 (configuration not stated) the results were PKA-R2B activ -1, SR-BI DiI inh -27, Arrestin-AP2 inh -1, LANA DNA inh -0.4, SR-BI DiI-HDL act 27, DAGLB inh -7, RTF Ca sens inh -3, Keap1-Nrf2 PPI 5, PvdQ acylase -13 and NSD2 HMT inh -1.
CCCCn1c(CNC(=O)C(C)(C)C)nc2ccccc21 was read as PKA-R2B activ -1, SR-BI DiI inh -6, Arrestin-AP2 inh -2, LANA DNA inh 0.3, SR-BI DiI-HDL act 6, DAGLB inh -1, RTF Ca sens inh -1, Keap1-Nrf2 PPI -2 and PvdQ acylase -13.
Screening CCCN(C(=O)c1cc(S(=O)(=O)N2CCN(CC)CC2)ccc1Cl)C1CCS(=O)(=O)C1 (configuration not stated) returned PKA-R2B activ 2, SR-BI DiI inh -27, Arrestin-AP2 inh 16, LANA DNA inh -0.4, SR-BI DiI-HDL act 27, DAGLB inh 5, RTF Ca sens inh -11, Keap1-Nrf2 PPI 3, PvdQ acylase -4 and NSD2 HMT inh -5.
COc1ccc(C)cc1NC(=O)COCC(=O)O was read as PKA-R2B activ 2, SR-BI DiI inh -6, Arrestin-AP2 inh 1, LANA DNA inh 0.7, SR-BI DiI-HDL act 6, DAGLB inh -5, RTF Ca sens inh -7, Keap1-Nrf2 PPI -6, PvdQ acylase -11 and NSD2 HMT inh -5.
`COc1cc(NC(=S)NC(=O)CCc2ccccc2)cc(OC)c1` gave PKA-R2B activ 0, SR-BI DiI inh 1, Arrestin-AP2 inh 37, LANA DNA inh 2.4, SR-BI DiI-HDL act -1, DAGLB inh -6, RTF Ca sens inh -1, Keap1-Nrf2 PPI 6, PvdQ acylase 5 and NSD2 HMT inh -2.
`CC1Sc2ccc(S(=O)(=O)NCc3ccccc3)cc2NC1=O` (configuration not stated) gave PKA-R2B activ 4, SR-BI DiI inh -16, Arrestin-AP2 inh 22, LANA DNA inh -1.8, SR-BI DiI-HDL act 16, DAGLB inh 2, RTF Ca sens inh -12, Keap1-Nrf2 PPI 2, PvdQ acylase 5 and NSD2 HMT inh 2.
COc1ccc(CCNS(=O)(=O)c2ccccc2)cc1OC was read as PKA-R2B activ 1, SR-BI DiI inh -14, Arrestin-AP2 inh 23, LANA DNA inh -0.1, SR-BI DiI-HDL act 14, DAGLB inh -2, RTF Ca sens inh -1, Keap1-Nrf2 PPI 1, PvdQ acylase 2 and NSD2 HMT inh 2.
`COC(=O)c1ccc2c(c1)C(C)(C)C(/C=C/c1ccc(O)cc1)=[N+]2C` gave PKA-R2B activ -10, SR-BI DiI inh inconclusive, Arrestin-AP2 inh 1, LANA DNA inh -0.7, SR-BI DiI-HDL act -71, DAGLB inh 7, RTF Ca sens inh -20, Keap1-Nrf2 PPI -94, PvdQ acylase -14 and NSD2 HMT inh 8.
Screening Cc1nc(Cl)c(C(=O)NC(=O)Nc2cccc(C(F)(F)F)c2)c(C)c1[N+](=O)[O-] returned PKA-R2B activ -1, SR-BI DiI inh 5, Arrestin-AP2 inh 4, LANA DNA inh -0.7, SR-BI DiI-HDL act -5, DAGLB inh 1, RTF Ca sens inh -5, Keap1-Nrf2 PPI -1, PvdQ acylase -12 and NSD2 HMT inh -2.
Cc1ccccc1C(=O)c1c[nH]c(C(=O)N=CN(C)C)c1 was read as PKA-R2B activ -1, SR-BI DiI inh -16, Arrestin-AP2 inh -4, LANA DNA inh -2.5, SR-BI DiI-HDL act 16, DAGLB inh 1, RTF Ca sens inh -5, Keap1-Nrf2 PPI -1, PvdQ acylase -17 and NSD2 HMT inh 11.
O=C(OCc1ccccc1F)c1cnc(Cl)c(Cl)c1 was read as PKA-R2B activ -2, SR-BI DiI inh 3, Arrestin-AP2 inh -4, LANA DNA inh 1.1, SR-BI DiI-HDL act -3, DAGLB inh -8, RTF Ca sens inh -8, Keap1-Nrf2 PPI -4, PvdQ acylase -13 and NSD2 HMT inh -5.
Screening CCOC(=O)C1=C(N)OC2=C(C(=O)CC(C)C2)C1c1cccnc1 (configuration not stated) returned PKA-R2B activ -3, SR-BI DiI inh -6, Arrestin-AP2 inh -4, LANA DNA inh 0.2, SR-BI DiI-HDL act 6, DAGLB inh 0, RTF Ca sens inh -12, Keap1-Nrf2 PPI 0, PvdQ acylase -13 and NSD2 HMT inh 0.
For O=C(Oc1ccc(F)cc1)c1ccc2c(=O)n3c(nc2c1)CCC3 the results were PKA-R2B activ -8, SR-BI DiI inh 5, Arrestin-AP2 inh 14, LANA DNA inh 0.8, SR-BI DiI-HDL act -5, DAGLB inh -4, RTF Ca sens inh -7, Keap1-Nrf2 PPI -3, PvdQ acylase 0 and NSD2 HMT inh -1.
`CCCCCc1ccc(-c2cn(Cc3ccc(C)cc3)nn2)cc1` gave PKA-R2B activ 6, SR-BI DiI inh -21, Arrestin-AP2 inh -3, LANA DNA inh 2.7, SR-BI DiI-HDL act 21, DAGLB inh -17, RTF Ca sens inh -15, Keap1-Nrf2 PPI -1 and PvdQ acylase -8.
For CCN(CC(=O)NCc1cccs1)C(=O)c1ccc(NS(=O)(=O)c2cccc([N+](=O)[O-])c2)cc1 the results were PKA-R2B activ 1, SR-BI DiI inh -17, Arrestin-AP2 inh 3, LANA DNA inh -0.3, SR-BI DiI-HDL act 17, DAGLB inh 0, RTF Ca sens inh -5, Keap1-Nrf2 PPI 2, PvdQ acylase 3 and NSD2 HMT inh 0.
C=CCn1c(SCc2cc(=O)n3ccsc3n2)nc2ccccc2c1=O was read as PKA-R2B activ -8, SR-BI DiI inh -1, Arrestin-AP2 inh 17, LANA DNA inh 2.2, SR-BI DiI-HDL act 1, DAGLB inh -1, RTF Ca sens inh -3, Keap1-Nrf2 PPI -1, PvdQ acylase 5 and NSD2 HMT inh 4.
O=C(CN(C(=O)CCC(=O)Nc1ccccn1)c1ccc2c(c1)OCO2)NCc1ccc(F)cc1 was read as PKA-R2B activ 2, Arrestin-AP2 inh 35, LANA DNA inh 0.7, DAGLB inh 0, RTF Ca sens inh 3, Keap1-Nrf2 PPI -5, PvdQ acylase -16 and NSD2 HMT inh 0.
Screening CCOC(=O)C1CCCN(C(=O)CCCn2nc(C)n3c(cc4sccc43)c2=O)C1 (configuration not stated) returned PKA-R2B activ 0, SR-BI DiI inh -12, Arrestin-AP2 inh -4, LANA DNA inh -0.9, SR-BI DiI-HDL act 12, DAGLB inh 0, RTF Ca sens inh 1, Keap1-Nrf2 PPI 2 and PvdQ acylase -6.

Entries listed so far that have a furan ring, fused or not, in the order listed:
Screening COc1cccc(C(C(=O)NC2CCCCC2)N(CC2CCCO2)C(=O)CNC(=O)c2ccco2)c1 (configuration not stated) returned PKA-R2B activ 0, SR-BI DiI inh -28, Arrestin-AP2 inh 8, LANA DNA inh -0.8, SR-BI DiI-HDL act 28, DAGLB inh 0, RTF Ca sens inh 12, Keap1-Nrf2 PPI -2, PvdQ acylase 2 and NSD2 HMT inh 0.
For Cc1ccc(S(=O)(=O)NC(CC(C)C)C(=O)NCc2ccco2)cc1 (configuration not stated) the results were PKA-R2B activ -1, SR-BI DiI inh -27, Arrestin-AP2 inh -1, LANA DNA inh -0.4, SR-BI DiI-HDL act 27, DAGLB inh -7, RTF Ca sens inh -3, Keap1-Nrf2 PPI 5, PvdQ acylase -13 and NSD2 HMT inh -1.

Compounds were not picked by outcome. About 2.1% of those tested had a hit in this group.
